Screening data from PubChem BioAssay.
Spn MK inh: S. pneumoniae mevalonate kinase inhibition; purified MK, PK/LDH-coupled NADH absorbance 340 nm; inhibition, % at 10 µM; 65,000 compounds, 0.48% hits; AID 555;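 active means ranked among the strongest by inhibition in the single 10 µM screen, a fixed top-ranked set picked for dose follow-up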; further: no value below 0 was filed
HT1080 viability: HT1080 cell viability loss – fluorescence readout (AID 620); cytotoxicity, % at 10 µM; hits with a dose series show EC50 in µM; HT1080 viability, fluorescence; higher % means a stronger effect; 87,000 compounds, 0.42% hits;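 further: cells exposed to compound overnight then 4 h with Alamar Blue; 0% = vehicle DMSO and 100% = killing control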
HPDE-C7K KRASV12: cytotoxicity in KRAS-transformed pancreatic duct cells, primary screen, cell-based, fluorescence, HTS (AID 431). HPDE-C7K KRASV12 cells, Alamar Blue viability, 48 h; higher % means a stronger effect. cytotoxicity, % at 10 µM, or EC50 in µM where a hit was titrated. 63,000 compounds, 1.7% hits;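 active means compounds whose percent cytotoxicity in the single-dose primary screen, scaled between solvent and toxic-drug controls, exceeds 50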;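 further: 0% = DMSO solvent wells and 100% = doxorubicin-treated wells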
Bfl-1 inhibitors: Bfl-1 inhibitors, primary screen, biochemical, fluorescence polarization, FITC-Bid, mouse (AID 432) | FITC-Bid BH3 peptide fluorescence polarization displacement; higher % means a stronger effect | one-dose displacement, % at 20 µM; IC50 in µM for titrated hits | 64,000 compounds, 0.02% hits; in the data active means a potency from the dose series; inactive means the rest, 99 in 100 with displacement below about 15%; further: strong numbers were not always called active
HPDE-C7 viability: cytotoxicity in HPDE-C7 cells, cell-based, fluorescence, HTS (AID 430); 63,000 compounds, 1.8% hits; HPDE-C7 pancreatic duct cells viability, fluorescence; higher % means a stronger effect; one-dose cytotoxicity, % at 10 µM; EC50 in µM for titrated hits;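 further: cells exposed to compound for 48 hours before viability readout; 0% = vehicle and 100% = reference cytotoxic drug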
Spn DPM-DC inh: S. pneumoniae DPM-DC inhibition; purified DPM-DC, PK/LDH coupled NADH fluorescence; calls only at 10 µM; 65,000 compounds, 0.49% hits; AID 556;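 active means the 320 compounds with the highest percent inhibition in the single-dose primary screen, excluding strongly autofluorescent ones, cut at about 32% in these data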;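 further: kinetic rate of NADH fluorescence loss reporting ADP formed by the decarboxylase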
TNAP inhibition: human TNAP enzyme inhibitors, biochemical, luminescent (AID 518); purified TNAP enzyme, luminescent substrate readout; higher % means a stronger effect; inhibition, % at 20 µM, or IC50 in µM where a hit was titrated; 64,000 compounds, 0.09% hits; in the data active means a potency from the dose series; inactive means the rest, 99 in 100 with inhibition below about 22%;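 further: plate controls were vehicle for no effect and reference inhibitor for full effect; many of its hits are not listed in these tables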
PMK inhibit: S. pneumoniae PMK inhibition. purified PMK, PK/LDH-coupled NADH absorbance 340 nm. inhibition, % at 10 µM. 65,000 compounds, 0.49% hits. AID 539;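 active means top-ranked compounds by inhibition in the single 10 µM screen, taking a fixed number of the strongest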;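 further: 0% = full reaction with DMSO carrier and 100% = background rate without enzyme reaction; no value below 0 was filed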
LYP phosphatase: LYP phosphatase inhibitors, primary screen, biochemical, DiFMUP fluorescence, recombinant catalytic domain, 10 µM (AID 606); recombinant LYP catalytic domain, DiFMUP fluorescence; higher % means a stronger effect; inhibition, % at 10 µM; hits with a dose series show IC50 in µM; 52,000 tested, under 10 active;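 active means IC50 under 40 µM in the dose-response test; inactive means IC50 of 40 µM or more, or never dose-tested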
PMK inhibit pilot replicates: also measured in PMK inhibit; calls as there; inhibition, %; measured here: pilot screen replicates
Spn MK inh pilot replicates: second read-out of Spn MK inh, no call of its own (marks repeat the call); inhibition, %; measured here: pilot screen replicates
Spn DPM-DC inh pilot screen %: further read-out of Spn DPM-DC inh, marked with its call; inhibition, %; measured here: pilot screen trials
The depositor's hits bear a star; i = inactive; nt = no result given. Unless noted, no stated cut-off is given here; in the data, active means cytotoxicity above about 50%; inactive means the rest.

SMILES | Spn MK inh | HT1080 viability | HPDE-C7K KRASV12 | Bfl-1 inhibitors | HPDE-C7 viability | Spn DPM-DC inh | TNAP inhibition | PMK inhibit | LYP phosphatase | others
COc1cccc(NC(=O)c2ccccc2-c2nc(-c3ccccc3)no2)c1 | 7 | 29% | 25% | -14% | 15% | i | 12% | 0 | 14%
COc1cc(C(O)P(=O)(OC(C)C)c2ccc(N(C)C)cc2)cc(OC)c1OC (stereo unspecified) | 5 | -10% | 8% | -2% | -15% | i | 2% | 0 | 1%
Cn1c(=O)c(C(=O)Nc2ccccn2)c(O)c2ccccc21 | 5 | 2% | 15% | -1% | 7% | i | 1% | 4 | nt
COc1ccc(Cl)cc1S(=O)(=O)N1CCCC(C(=O)NCC(N)=O)C1 (stereo unspecified) | 10 | 8% | 7% | 1% | 6% | i | 16% | 16 | -8%
COc1ccc(S(=O)(=O)Cc2ccc(C(=O)N3CCN(C4CCCCC4)CC3)o2)cc1 | 2 | 2% | -3% | -4% | -9% | i | 7% | 0 | 10%
COc1cc(NC(=O)c2ccco2)c(OC)cc1NC(=O)c1cc(OC)c(OC)c(OC)c1 | 5 | 6% | 51%* | 0% | 52%* | i | 11% | 3 | nt
COc1ccc(S(=O)(=O)N2CCC(C(=O)N3CCCC3)CC2)cc1 | 0 | 0% | -32% | 3% | -23% | i | 10% | 8 | nt
COC(=O)c1[nH]c2cccc(OC)c2c1NC(=O)CN1CCOCC1 | 2 | 10% | -1% | -1% | 3% | i | 10% | 0 | 4%
O=C(CN(Cc1ccc2c(c1)OCO2)C(=O)CNS(=O)(=O)c1ccccc1)NCc1ccco1 | 6 | -8% | -1% | 6% | -8% | i | 20% | 2 | 9% | PMK inhibit pilot replicates=1.5;Spn MK inh pilot replicates=0.0;Spn DPM-DC inh pilot screen %=0.0
CCCOc1ccc(C(=O)NCCCn2ccnc2)cc1 | 5 | -6% | 7% | -10% | -8% | i | 7% | 12 | nt
CCCCCOc1ccc(CN2CCOCC2)cc1Cl | 0 | -12% | -17% | -5% | -3% | i | 8% | 16 | nt
O=C(CCN1C(=O)c2ccccc2C1=O)OCn1nnc2ccccc2c1=O | 2 | 10% | -7% | -6% | -22% | i | -1% | 14 | nt
CC(C)(C)OC(=O)N1CCC(c2c(C(=O)O)cnn2-c2ccccc2Cl)CC1 | 0 | 22% | 1% | 16% | 10% | i | 7% | 15 | nt
COCC(=O)Nc1cc(=O)n(C)c(=O)n1C | 5 | -1% | 2% | 0% | -3% | i | 3% | 5 | 11%
CCN(CC)c1ccc2oc(=O)c(C)nc2c1 | 7 | -3% | -1% | -32% | 5% | i | 19% | 3 | 7%
CCOCC(=O)Nc1cccc(OC)c1 | 1 | 5% | -19% | 2% | -11% | i | 3% | 0 | 4%
NC(=O)CNC1CC(=O)N(CCc2ccccc2)C1=O (stereo unspecified) | 8 | nt | -7% | 0% | -3% | i | 11% | 0 | 4%
Cc1csc(NC(=O)CN2CCCCCC2)n1 | 46* | -2% | -17% | -10% | -7% | i | 13% | 28* | 1%
CC1(C)CC(=O)C(C=Nc2ccc3c(c2)OCO3)=C(O)C1 | 2 | -15% | 7% | 8% | -1% | i | 10% | 0 | -8% | PMK inhibit pilot replicates=4.5;Spn MK inh pilot replicates=3.0;Spn DPM-DC inh pilot screen %=6.0
O=S(=O)(c1ccc(Br)s1)N1CCc2ccccc2C1 | 7 | 6% | nt | nt | nt | i | nt | 3 | 6%
CCCCOCCCNC(=O)c1cccs1 | 2 | 1% | 16% | -4% | 13% | i | 17% | 0 | 0% | PMK inhibit pilot replicates=1.5;Spn MK inh pilot replicates=7.0;Spn DPM-DC inh pilot screen %=0.0
COc1ccccc1CN1C(=O)CCC1(C)C(=O)NCc1cccnc1 (stereo unspecified) | 0 | -4% | -11% | -3% | -18% | i | 2% | 13 | 13%
CN1CCN(C(=O)c2c(O)c3cccc4c3n(c2=O)CC4)CC1 | 11 | -2% | 4% | -1% | 2% | i | 2% | 8 | 5%
O=C(COc1ccc(-n2cnnn2)cc1)NCCc1ccc(F)cc1 | 2 | 1% | 11% | 4% | 4% | i | 9% | 10 | nt
O=C(OCC1CCCN2CCCCC12)c1ccc2c(c1)OCO2 (stereo unspecified) | 0 | 33% | 1% | -7% | 0% | i | 9% | 9 | 10%
O=C(CCn1nc(-c2ccccc2)ccc1=O)NCCCN1CCCCCC1 | 0 | 0% | 2% | -13% | 5% | i | 3% | 21 | 10%
COc1ccc(-n2c(=O)[nH]cc(C(=O)Nc3ccc(NC(C)=O)cc3)c2=O)cc1 | 5 | 2% | -19% | 4% | -21% | i | 8% | 10 | nt | PMK inhibit pilot replicates=0.0;Spn MK inh pilot replicates=0.0;Spn DPM-DC inh pilot screen %=2.0
O=C(O)CCNC(=O)c1ccc(Br)o1 | 0 | 10% | 1% | 8% | -2% | i | 7% | 11 | 10%
COc1ccc2[nH]c(=O)c(CN(C)C(=O)c3ccncc3)cc2c1 | 5 | -6% | -23% | 5% | -28% | i | 4% | 0 | -8%
Cc1c(NC(=O)c2ccc(=O)oc2)c(=O)n(-c2ccccc2)n1C | 5 | 33% | -10% | -4% | -7% | i | 19% | 0 | 11% | PMK inhibit pilot replicates=0.0;Spn MK inh pilot replicates=0.5;Spn DPM-DC inh pilot screen %=1.0
C=CCN(Cc1cc(OC)ccc1OC)S(=O)(=O)N(C)C | 2 | 6% | 15% | -6% | -5% | i | 7% | 5 | nt
O=C(CN(Cc1ccco1)C(=O)CNS(=O)(=O)c1ccc(F)cc1)NCCc1ccccc1 | 5 | 23% | -12% | -16% | -14% | i | 1% | 11 | 6% | PMK inhibit pilot replicates=2.0;Spn MK inh pilot replicates=0.0;Spn DPM-DC inh pilot screen %=0.0
O=C(CCn1nc(-c2ccccc2)c2ccccc2c1=O)NCC1CCCO1 (stereo unspecified) | 2 | -7% | -3% | 0% | -10% | i | 0% | 2 | 14%
COCCN1C(=O)C(O)=C(C(C)=O)C1c1ccc(F)cc1 (stereo unspecified) | 13 | 21% | 3% | 2% | -2% | i | 2% | 2 | -1%
CCCC(C(=O)NC1CCCC1)N(CC1CCCO1)C(=O)c1snc(C(N)=O)c1N (stereo unspecified) | 18 | -10% | -13% | -2% | -3% | i | -4% | 11 | -9%
Cc1nn(C)c(N)c1C(O)(c1nccn1C)C(F)(F)F (stereo unspecified) | 3 | 0% | -2% | -6% | -4% | i | 6% | 9 | 6%
O=C(Nc1sccc1C(=O)N1CCOCC1)c1cccnc1 | 11 | -1% | 11% | -7% | 5% | i | 12% | 12 | 10%
CCOC(=O)C1CCCN(c2c(NCCCN(C)Cc3ccccc3)c(=O)c2=O)C1 (stereo unspecified) | 6 | -9% | 2% | -4% | 0% | i | 8% | 14 | -1%
O=C(COc1ncnc2c(Cl)cc(Cl)cc12)N1CCCCC1 | 0 | 2% | 3% | 2% | 1% | i | 6% | 12 | 0%
CC1CCCN(c2nc3c(c(=O)n(C)c(=O)n3C)n2Cc2ccccc2)C1 (stereo unspecified) | 12 | -12% | 6% | 3% | -5% | i | -2% | 0 | nt
COc1ccc(C(=O)CCC(=O)N2CCN(c3ccc(N4CCOCC4)nn3)CC2)cc1 | 4 | -3% | 3% | -4% | 0% | nt | 9% | 0 | 5%
CCCCOc1ccccc1C1C(C(=O)OC)=CN(CC)C=C1C(=O)OC | 10 | 0% | -17% | 0% | -23% | nt | -34% | 3 | -2%
CCSc1nnc(Cc2cc(=O)[nH]c(=O)[nH]2)n1-c1ccc(Cl)cc1 | 3 | nt | 5% | 2% | -2% | i | 8% | 15 | 4%
Cc1sc2ncnc(NCCCn3ccnc3)c2c1C | 0 | 2% | nt | 8% | nt | i | 8% | 0 | nt
CN(c1ccccc1C(=O)N1CCCC1)S(C)(=O)=O | 10 | -1% | -17% | -3% | -13% | i | -1% | 5 | -3%
CCOC(=O)C1=C(C)NC(=O)NC1c1ccoc1 (stereo unspecified) | 8 | 7% | 0% | -1% | 5% | i | -9% | 17 | -8%
CCOc1ccc(S(=O)(=O)n2c(C)nc3ccccc32)cc1 | 0 | nt | -8% | -4% | -19% | i | 12% | 0 | 5% | PMK inhibit pilot replicates=2.0;Spn MK inh pilot replicates=0.0;Spn DPM-DC inh pilot screen %=6.5
CCOC(=O)NC(Nc1cc(C)ccn1)(C(F)(F)F)C(F)(F)F | 6 | -8% | -15% | 3% | -9% | i | 1% | 8 | nt

3 consecutive entries already listed, for reference:
SMILES | Spn MK inh | HT1080 viability | HPDE-C7K KRASV12 | Bfl-1 inhibitors | HPDE-C7 viability | Spn DPM-DC inh | TNAP inhibition | PMK inhibit | LYP phosphatase | others
COc1cccc(NC(=O)c2ccccc2-c2nc(-c3ccccc3)no2)c1 | 7 | 29% | 25% | -14% | 15% | i | 12% | 0 | 14%
COc1cc(C(O)P(=O)(OC(C)C)c2ccc(N(C)C)cc2)cc(OC)c1OC (stereo unspecified) | 5 | -10% | 8% | -2% | -15% | i | 2% | 0 | 1%
Cn1c(=O)c(C(=O)Nc2ccccn2)c(O)c2ccccc21 | 5 | 2% | 15% | -1% | 7% | i | 1% | 4 | nt

Following part
SMILES | Spn MK inh | HT1080 viability | HPDE-C7K KRASV12 | Bfl-1 inhibitors | HPDE-C7 viability | Spn DPM-DC inh | TNAP inhibition | PMK inhibit | LYP phosphatase | others
Cn1c(SCC(=O)NCC2CCCO2)nc2c([nH]c3ccccc32)c1=O (stereo unspecified) | 9 | 0% | nt | nt | nt | i | nt | 0 | 8%
COc1cc2c(cc1OC)C1Cc3ccc(OC)c(OC)c3CN1CC2 (stereo unspecified) | 4 | -1% | -5% | 2% | -10% | i | 2% | 6 | nt
Cc1cc(C(=O)NCC(c2ccco2)N(C)C)no1 (stereo unspecified) | 3 | 2% | -1% | 4% | -12% | i | 11% | 21 | nt
CCCCc1ccc(NC(=O)N[C@H](C(=O)O)C(C)CC)cc1 (stereo partly specified) | 3 | -1% | 18% | -5% | 1% | i | 12% | 2 | -28% | PMK inhibit pilot replicates=2.0;Spn MK inh pilot replicates=0.0;Spn DPM-DC inh pilot screen %=0.5
O=C(CSc1nnc(-c2ccccc2)n1Cc1ccccc1)N1CCOCC1 | 7 | 4% | 12% | -6% | 13% | i | -12% | 5 | 4%
O=C(Nc1ccccc1C(=O)NCc1cccnc1)c1ccco1 | 5 | -3% | -23% | 4% | -14% | i | 4% | 0 | -1%
CCCCCCC(=O)Nc1ccc(Cl)cn1 | 8 | -1% | -6% | 0% | 0% | i | 10% | 4 | 2%
COC(=O)c1ccc(CN(C(C)=O)c2ccccc2)o1 | 1 | 4% | 8% | -10% | 2% | i | 5% | 4 | 11%
O=c1c2ccccc2nnn1Cc1nnc(-c2ccccc2Br)o1 | 4 | 8% | -12% | 0% | -19% | i | 14% | 17 | -1%
NC(=O)CNC(=O)C1CCCc2c1[nH]c1ccc(Cl)cc21 (stereo unspecified) | 11 | 5% | nt | 4% | nt | i | 10% | 7 | 11%
CCCCn1c(C(C)O)nc2ccccc21 (stereo unspecified) | 6 | 13% | 8% | -3% | 3% | i | 7% | 0 | -10%

Compounds as they come; about 3.4% have a hit in one of these screens.
